CatB mixtures: inhibitors of human cathepsin B in compound mixtures. P07858. Purified cathepsin B, AMC dipeptide fluorescence. inhibition, %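 (ten-compound pools at 5 µM per compound and 50 µM total)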. 62,000 tested, 0.06% active; in the data active means inhibition above about 22%, passing the limit was not always enough; inconclusive means no clear call, values can overlap the other calls;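 further: 0% = enzyme without compound and 100% = no enzyme blank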
CatB block: human cathepsin B inhibition | P07858 | purified cathepsin B, fluorogenic substrate, fluorescence | inhibition, %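 (tested at 10 µM)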 | 63,000 tested, 0.1% active; in the data active means inhibition above about 21%;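 further: 0% = enzyme with no compound and 100% = no enzyme blank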
Cathepsin G inh: blocks human cathepsin G enzyme activity. purified enzyme, AMC-tetrapeptide fluorescence, pooled mixtures. 62,000 tested, 0.2% active. inhibition, % at 5 µM (by protocol);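 active means inhibition above 20% in each of the two mixture wells holding the compound; inactive means inhibition of 20% or less in either well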;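 further: 0% = enzyme control without mixture and 100% = blank lacking enzyme; strong numbers were not always called active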
Target sequence (P08311 21-244 limits assumed): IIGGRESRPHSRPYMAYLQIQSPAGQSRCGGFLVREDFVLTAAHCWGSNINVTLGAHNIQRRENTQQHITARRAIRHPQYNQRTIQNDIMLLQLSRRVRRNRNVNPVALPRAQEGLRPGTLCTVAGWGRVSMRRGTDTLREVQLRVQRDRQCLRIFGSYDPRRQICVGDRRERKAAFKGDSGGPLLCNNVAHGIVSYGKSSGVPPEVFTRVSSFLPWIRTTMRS
C1s block: human complement C1s inhibition; P09871; purified C1s, fluorogenic AMC substrate, pooled mixtures; mean inhibition % of two 10-compound mixtures (active compounds read high), % at 5 µM (by protocol); 62,000 tested, 0.16% active;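 active means inhibition above 20% in each of the two 10-compound mixture wells holding the compound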;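 further: 0% = enzyme wells lacking compound mixture and 100% = no-enzyme blank wells; some compounds called inactive have numbers as strong as hits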
Target sequence (P09871 16-437 limits assumed): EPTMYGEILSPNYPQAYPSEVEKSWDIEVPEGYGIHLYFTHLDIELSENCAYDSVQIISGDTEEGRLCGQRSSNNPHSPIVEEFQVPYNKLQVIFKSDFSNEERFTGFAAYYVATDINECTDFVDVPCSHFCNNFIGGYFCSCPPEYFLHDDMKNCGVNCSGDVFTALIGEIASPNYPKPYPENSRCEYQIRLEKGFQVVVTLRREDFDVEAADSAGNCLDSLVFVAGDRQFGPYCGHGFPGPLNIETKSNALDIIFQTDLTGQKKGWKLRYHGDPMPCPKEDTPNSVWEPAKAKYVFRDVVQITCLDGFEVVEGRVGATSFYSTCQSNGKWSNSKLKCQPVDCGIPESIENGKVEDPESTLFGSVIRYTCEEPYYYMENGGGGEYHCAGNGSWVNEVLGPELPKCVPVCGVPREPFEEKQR
Target sequence (P09871 438-688 limits assumed): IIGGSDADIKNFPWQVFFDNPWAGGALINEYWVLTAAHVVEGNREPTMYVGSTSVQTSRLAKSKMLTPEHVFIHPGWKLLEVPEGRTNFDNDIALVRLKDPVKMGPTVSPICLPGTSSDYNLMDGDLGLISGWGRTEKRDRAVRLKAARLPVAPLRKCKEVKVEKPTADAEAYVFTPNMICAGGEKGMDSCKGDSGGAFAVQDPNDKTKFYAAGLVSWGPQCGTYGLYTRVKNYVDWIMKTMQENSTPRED
FXIa mix inh: factor XIa (human) inhibition, mixture screen; P03951; purified FXIa, fluorogenic substrate, pooled mixtures; inhibition, % at 5 µM; 62,000 tested, 0.19% active; AID 680;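 further: each value is inhibition by a whole ten-compound pool holding the compound; 0% = enzyme with no mixture and 100% = wells lacking enzyme; strong numbers were not always called active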
A340 absorber: compounds absorbing at 340 nm; compound absorbance at 340 nm, fold over control; fold change at 10 µM; 65,000 tested, under 10 active;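 active means at 10 µM dose, initial 340 nm absorbance at least 2 fold that of control wells; inactive means change under 2 fold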;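 further: initial absorbance extrapolated from kinetic A340 decline of NADH oxidation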
FXIIa inh mix: inhibitors of human coagulation factor XIIa, pooled mixtures | inhibition, % at 5 µM | 62,000 tested, 0.2% active | P00748 | purified FXIIa, fluorogenic substrate;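 further: 0% = enzyme without compound and 100% = no enzyme blank; some results filed as inactive read as strong as hits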
CatS block: human cathepsin S inhibition; AID 501; 62,000 tested, 0.06% active; inhibition, %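 (tested at 5 µM per compound within 10-compound mixtures)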; recombinant cathepsin S, AMC dipeptide fluorescence, pooled mixtures; in the data active means inhibition above about 32%, passing the limit was not always enough; inconclusive means no clear call, values can overlap the other calls;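 further: 0% = enzyme without compound and 100% = blank without enzyme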
CatL inh: inhibitors of human cathepsin L; AID 460; P07711; inhibition, %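 (tested at 10 µM)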; 58,000 tested, 0.17% active; purified cathepsin L, fluorogenic substrate, fluorescence; in the data active means inhibition above about 45%;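 further: 0% = enzyme with no compound and 100% = no enzyme blank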
* marks the source's active call; other numbers are inactive results; u = inconclusive; x = no result given. Unless noted, no stated cut-off is given here; in the data, active means inhibition above about 20% (passing the limit was not always enough); inactive means the rest. Some of the compounds tested, so the mix of outcomes need not match the whole.

SMILES	CatB mixtures	CatB block	Cathepsin G inh	C1s block	FXIa mix inh	A340 absorber	FXIIa inh mix	CatS block	CatL inh
COc1ccc(S(=O)(=O)N[C@@H](Cc2ccccc2)C(=O)N2CC[C@@]3(O)CCCC[C@H]3C2)cc1	-3	-1	4	8	14	1	1	4	0
Cc1cc(C)n2nc(CC(=O)NC3CCCCCC3)nc2n1	5	-2	0	-4	4	1	6	-5	x
CC(=O)Cc1nsc(NC(=O)c2cc(-c3cccc(C(F)(F)F)c3)oc2C)n1	4	0	11	14	0	1	0	10	x
CCn1cc(Br)c(C(=O)Nc2cccc(Cl)c2)n1	7	1	-6	-7	6	1	3	1	0
O=S(=O)(c1ccccc1)n1ccc2ccccc21	6	-2	0	-13	3	1	-14	u	-8
COc1cc2c(cc1OC)C(C)N(C(=O)CCN1C(=O)C3C4C=CC(C4)C3C1=O)CC2 (stereo not given)	5	0	8	13	4	1	-5	-16	0
Cc1nn(Cc2ccc(Cl)cc2)c(C)c1NC(=O)c1noc2c1CCCCC2	-1	-1	0	-4	5	0.97	10	34	22
CCCOC(=O)c1ccc(Oc2cn[nH]c2-c2ccc(OC)cc2O)cc1	-3	-2	2	6	12	1	4	2	-3
COC(=O)c1c(N)c(C#N)c(C)n1-c1ccccc1	0	3	6	2	5	1	8	-3	3
Nc1nnc(SCc2ccccc2Cl)s1	-1	-1	11	2	5	0.98	-19	-15	4
COc1ccc(C(O)P(=O)(O)CCc2ccccc2)cc1 (stereo not given)	6	6	-4	1	3	1	5	11	1
CCOc1ccc2nc(NCCNC(=O)Nc3cccc(C)c3)c(C#N)cc2c1	4	8	-8	-19	-5	1	1	12	3
CC(=O)c1cc2c(cc1NC(=O)c1cc(C)nn1-c1ccccc1)OCO2	-2	-5	-4	-12	3	1.1	5	-3	x
Cc1cc(C)n2cc(CSc3nnnn3-c3ccccc3)nc2n1	0	3	7	-3	3	1	4	2	4
CCC(C)N(C(=O)COC(=O)c1[nH]c(C)c(C(C)=O)c1C)C1CCS(=O)(=O)C1 (stereo not given)	-5	-2	-2	4	-9	1	0	3	5
CCCN1C2=NS(=O)(=O)CCN2c2ccccc21	-5	4	-4	28	-3	0.99	-1	8	12
Cc1nc2sc3c(c2c2nc(-c4ccco4)nn12)CC(C)(C)OC3	3	-2	13	21	8	1	3	-2	5
Cc1ccc(C2CC(c3ccco3)n3ncnc3N2)cc1 (stereo not given)	4	1	10	15	5	x	-1	-2	7
CCOc1ccccc1C(=O)N(Cc1ccco1)C1CCS(=O)(=O)C1 (stereo not given)	-1	3	12	0	6	0.97	12	5	15
Cc1ccc(-c2nc(C#N)c(NCc3cccc4c3OCO4)o2)cc1	-3	2	-5	-18	-7	1.1	8	0	-8

Part of the list above in order of SMILES length, largest number first.
SMILES	CatB mixtures	CatB block	Cathepsin G inh	C1s block	FXIa mix inh	A340 absorber	FXIIa inh mix	CatS block	CatL inh
CCC(C)N(C(=O)COC(=O)c1[nH]c(C)c(C(C)=O)c1C)C1CCS(=O)(=O)C1 (stereo not given)	-5	-2	-2	4	-9	1	0	3	5
CC(=O)Cc1nsc(NC(=O)c2cc(-c3cccc(C(F)(F)F)c3)oc2C)n1	4	0	11	14	0	1	0	10	x
COC(=O)c1c(N)c(C#N)c(C)n1-c1ccccc1	0	3	6	2	5	1	8	-3	3

(continued)
SMILES	CatB mixtures	CatB block	Cathepsin G inh	C1s block	FXIa mix inh	A340 absorber	FXIIa inh mix	CatS block	CatL inh
COC(=O)c1ccc(CSc2nc3ccccc3c(=O)n2Cc2ccco2)o1	5	-4	-2	2	8	1	-5	-15	-3
Cc1cc(C)c2c(CN3CCN(CCO)CC3)cc(=O)oc2c1	-2	3	-4	-18	-4	1	3	-10	-6
CCOC(=O)CCCNC(=O)CCNC(=O)c1ccc(OCC)cc1	2	-4	12	5	-5	1	9	3	30
O=C(Nc1cnccn1)c1csc2ccccc12	3	3	10	7	0	1	-14	-5	3
CC1(C)CC(=O)C(/C=N/c2ccccn2)=C(O)C1	3	-7	1	8	-1	1.2	-18	6	-2
COc1ccc(OC)c(NC(=O)CSc2ccccc2)c1	3	6	8	10	7	1	1	2	10
O=C(NCc1ccc(F)cc1)c1ccc(CS(=O)(=O)Cc2ccccc2F)o1	-9	8	-15	-132	-19	1	2	1	5
CCc1ccc(NC(=O)c2cc(-c3ccco3)on2)cc1	-9	0	8	-11	-4	0.97	3	5	16
CSc1ccc(NC(=O)NCCCN2CCN(c3ccccc3F)CC2)cc1	7	3	10	4	6	1	-16	7	5
Cc1cc(/N=C/N(C)C)on1	3	-3	4	3	12	0.99	0	17	9
CC1CCCC(NC(=O)C2CCN(S(=O)(=O)N3CCC4(CC3)OCCO4)CC2)C1C (stereo not given)	2	0	-4	-22	-1	1	2	1	1
CC1(C)CC(=O)C2=C(C1)N(Cc1cccnc1)C(=O)C2(NC(=O)C1CC1)C(F)(F)F (stereo not given)	-2	2	3	1	5	1.1	5	-20	5
COc1ccc(C2C(C(=O)NCCN3CCOCC3)c3ccccc3C(=O)N2C2CCCCC2)cc1 (stereo not given)	0	-4	2	-1	8	0.99	-4	-4	-3
COc1ccc(S(=O)(=O)N2CCOCC2)cc1C(=O)Nc1cc(C)on1	3	4	-38	6	2	1	5	12	5
COC(=O)CCc1n[nH]c(=O)[nH]c1=O	5	-4	-2	-2	5	1	-3	0	x
Cc1cc(Cl)c(S(=O)(=O)N2CCSCC2)cc1OCC(N)=O	-1	4	-12	-70	-9	1	9	-12	-5
NC(=O)Cn1nnc(-c2ccc(C(F)(F)F)cc2)n1	3	0	-8	-8	-2	1.1	3	0	-1
COc1ccc(S(=O)(=O)N(CC(=O)NCc2ccco2)c2ccccc2)cc1OC	3	-1	-2	-2	1	0.97	17	4	1
Cn1nc(OCCOc2ccccc2)ccc1=O	6	1	11	15	0	0.99	4	-1	1
COc1cc(CN2CCC(C(=O)NC3CCCC3)CC2)ccc1O	-3	0	1	5	12	1	5	-15	-2
CCCCOC(=O)c1ccc(NC(=O)C2CCCO2)cc1 (stereo not given)	-3	0	-2	-1	6	1	2	-4	-3
COC1(OC)N=C(N)C2(C#N)C(c3ccc(F)cc3)C12C#N (stereo not given)	-6	-1	-7	-47	-7	1	3	-10	-15
Cc1cc(C)n(-c2nc3c(c(=O)[nH]c(=O)n3C)n2CC(O)c2ccccc2)n1 (stereo not given)	-5	-1	-7	-40	-5	0.99	3	-11	0
CC1=C(C(=O)Nc2ccccn2)C(c2ccc(N(C)C)cc2)n2ncnc2N1 (stereo not given)	0	2	6	5	6	1	13	-10	-2
c1cncc(CSc2nnc(-c3cccnc3)n2Cc2ccco2)c1	3	4	-6	2	4	0.99	-20	-2	-1
CSc1ccccc1NC(=O)c1noc2c1CCC2	2	5	-5	-6	5	1	6	-4	0
Cc1ccc(NC(=O)N2CCC(C(N)=O)CC2)cc1	-2	2	10	14	6	1	4	-6	-8
Cc1ccc(O)c(NC(=O)c2ccco2)c1	-3	x	4	7	-6	1	8	3	x
Cc1cc(C)n2c(Br)c(CSc3nc4ccccc4o3)nc2n1	0	4	7	-5	-1	1.1	-54	-3	0
COc1ccccc1NC(=O)CSc1nnc(-c2ccncc2)o1	-5	-6	-2	-5	5	0.99	-17	6	-3
O=c1cnc2ccccc2n1CC1CCCCC1	30	4	4	11	28	1.1	1	18	20
CCOC(=O)N1CCN(c2cc(=O)n(-c3cccc(Br)c3)c(=O)[nH]2)CC1	3	0	-12	-6	-2	1	10	7	22
CCN(CC)CCNC(=O)C1CCC(=O)N1CCc1ccccc1 (stereo not given)	3	1	9	15	7	0.97	3	-3	1
O=S(=O)(c1ccc2c(c1)OCCO2)N1CCC(O)(c2ccc(Cl)cc2)CC1	-3	1	10	4	-1	0.95	6	-1	20
Cc1ccc2oc(NC(=O)N3CCOCC3)cc(=O)c2c1	-1	3	9	-7	6	1.2	4	10	x
O=C(CCNS(=O)(=O)c1cccc2nonc12)NC1CCCc2ccccc21 (stereo not given)	4	4	11	10	0	1	11	9	12
CC1CC(C)CN(CCCNC(=O)C2CCC(=O)N2C2CCCC2)C1 (stereo not given)	20	2	0	-29	0	1	-1	-6	-1
CCN(CCCNC(=O)CCNC(=O)Cn1ccc2ccccc2c1=O)c1ccccc1	1	2	5	11	3	1	2	7	9
O=C(COc1ccccc1)NC1CCN(Cc2ccccc2)CC1	-1	2	-2	13	4	1	6	10	10
Cc1nc(N2CCN(Cc3ccccc3)CC2)nc2c1C(=O)CC(c1ccco1)C2 (stereo not given)	4	9	8	10	6	1	1	1	3
Cc1c(NC(=O)CSc2nc3ccccc3[nH]2)c(=O)n(-c2ccccc2)n1C	0	8	3	-3	2	1	16	-5	19
CCOc1ccc(OCC)c(NC(=O)C2CCCN(S(=O)(=O)c3c(C)n[nH]c3C)C2)c1 (stereo not given)	2	-1	8	12	7	1	-14	-7	x
CCC(C)NC(=O)C1CCN(C(=O)N(C)C)CC1 (stereo not given)	0	3	1	3	3	1	7	11	9
Cc1cc(C(=O)NCc2cccs2)cs1	5	-5	-2	0	8	1	4	-2	3
COc1ccc(C(=O)Nc2ccc3oc(-c4cccc(F)c4)nc3c2)cc1OC	2	1	9	6	1	1.1	-4	16	-14
COC(=O)CC1=C(C(=O)OC)C(c2ccncc2)C(C#N)=C(N)O1 (stereo not given)	5	1	-3	-29	1	1	10	14	-6
Cc1oc(C(=O)O)cc1COc1ccc2c(C)cc(=O)oc2c1	1	0	9	-2	2	1.1	11	0	1
O=C(CN(Cc1ccco1)C(=O)Cn1nnc(-c2ccc(F)cc2)n1)NC1CCCC1	-8	-2	8	-5	-5	0.98	3	-4	x
COc1cccc(NC(=O)CSc2nc3c(c(-c4ccco4)c2C#N)CCCC3)c1	2	3	-5	-2	4	1.1	4	1	-1
CCOc1ccc(C(C)=O)cc1N1C(=O)C2C3C=CC(O3)C2C1=O (stereo not given)	1	3	6	4	-6	1	2	-8	3
Cc1ccc2oc(=O)c3cc(C(=O)NCc4ccco4)sc3c2c1	4	2	9	2	18	1.1	-20	12	12
CCNC(=O)C1CCCN1S(=O)(=O)c1ccc(OC)cc1 (stereo not given)	1	0	-1	3	0	1	-11	-4	-3
CCOCCCNC(=O)C(NC(=O)c1cnccn1)c1ccc(OC)cc1 (stereo not given)	-2	-2	-2	-5	5	0.97	-9	1	1
CCOC(=O)N1CCC(NC(=O)CCc2nc(-c3ccc(C)cc3)no2)CC1	2	1	-2	-3	6	0.98	5	10	17
Cc1cc(C)c(NC(=O)CN2C(=O)NC3(CCCCC3)C2=O)c(Cl)c1	-5	3	8	9	1	0.99	-9	4	7
CC(=O)Nc1ccc(OCC(O)CN2CCN(Cc3ccccc3)CC2)cc1 (stereo not given)	0	-2	2	4	2	1	15	5	11
Cc1cc(C)n(-c2ccc(C(=O)Nc3ccc(S(=O)(=O)NCc4ccco4)cc3)cc2)n1	-7	3	-27	-57	-17	1	0	-48	0
COc1ccc(Cl)cc1C(=O)Nc1nnn(C)n1	-4	0	3	0	10	0.98	7	0	-6
COc1cc(C(c2nnnn2C2CCCC2)N2CCN(C)CC2)cc(OC)c1OC (stereo not given)	1	1	-15	-15	2	1	3	-5	21
CCn1cc(S(=O)(=O)CC(=O)N2CCc3ccccc32)c2ccccc21	1	0	8	12	10	1.1	6	2	6

More entries
SMILES	CatB mixtures	CatB block	Cathepsin G inh	C1s block	FXIa mix inh	A340 absorber	FXIIa inh mix	CatS block	CatL inh
Cc1nc2sc(C(c3ccco3)N3CCC(C)CC3)c(O)n2n1 (stereo not given)	2	1	10	2	-6	1.1	0	3	16
Cc1c(C(=O)NCCCN2CCCC2=O)oc2ccc(S(=O)(=O)N3CCOCC3)cc12	7	-6	-1	1	11	1	2	4	1
COc1ccc(Nc2ncnc3c2cnn3Cc2ccccc2)cc1OC	0	1	9	16	3	1	-17	8	20
Cc1nn(-c2ccccc2)c(C)c1NC(=O)c1cccs1	13	3	-14	-18	3	1	2	0	0

Compound activity (PubChem)
